RGS4-Gao reg: human RGS4-Galphao interaction regulation | P09471 | Multiplexed bead flow cytometry, RGS4-Galphao binding; actives lie on both sides | 0.33% of 220,000 active | binding response (% of control), % at 10 µM; in the data active = binding response below about 49% or above about 150%; inactive = in between;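 note: fluorescent Galphao activated with aluminum fluoride binding bead-coupled RGS4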
Target sequence (P09471 whole entry, looked up): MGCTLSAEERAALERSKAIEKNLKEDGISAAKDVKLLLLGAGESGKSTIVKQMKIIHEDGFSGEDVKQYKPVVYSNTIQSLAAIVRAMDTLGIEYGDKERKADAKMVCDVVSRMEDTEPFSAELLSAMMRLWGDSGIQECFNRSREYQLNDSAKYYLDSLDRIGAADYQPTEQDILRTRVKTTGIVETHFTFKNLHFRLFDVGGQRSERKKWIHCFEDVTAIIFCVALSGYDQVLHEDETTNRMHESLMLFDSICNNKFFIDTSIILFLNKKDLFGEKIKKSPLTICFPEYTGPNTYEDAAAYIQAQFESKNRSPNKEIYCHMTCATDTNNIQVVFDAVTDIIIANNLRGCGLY
ABCG2 inh: inhibitors of human ABCG2 transporter, ABCB1 counter-screen; Q9UNQ0; 0.1% of 190,000 active; IgMXP3 cells, JC-1 efflux, flow cytometry; inhibition, % at 6.6 µM; AID 1325;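 active = inhibition above 80%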;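 note: 0% = DMSO and 100% = nicardipine control wells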
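System: two drug-resistant human cell lines, ABCG2 and ABCB1; controls: nicardipine high and DMSO low controls; times: 10 min exposure at 25 °C with rotation, no wash; detection: flow cytometry of retained JC-1 fluorescence; read-out basis: percent efflux inhibition, scaled nicardipine 100% to DMSO 0%; doses: one concentration, 6.6 µM final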
Bim-Bcl-XL: inhibitors of Bim-Bcl-XL interaction, human | inhibition, % at 10 µM | Bim peptide-Bcl-XL binding, bead flow cytometry, fluorescence | 0.04% of 190,000 active | Q07817 | AID 1007
Target sequence (Q07817 whole entry, looked up): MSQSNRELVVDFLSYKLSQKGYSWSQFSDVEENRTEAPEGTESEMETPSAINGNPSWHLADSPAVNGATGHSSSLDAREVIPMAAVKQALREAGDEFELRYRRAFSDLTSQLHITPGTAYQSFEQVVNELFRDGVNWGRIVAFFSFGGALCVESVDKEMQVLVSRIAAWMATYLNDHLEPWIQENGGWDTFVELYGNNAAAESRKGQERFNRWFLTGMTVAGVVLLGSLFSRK
Bcl-B Bim block: human Bim-Bcl-B interaction inhibition. bead-based flow cytometry, Bim peptide-Bcl-B binding. inhibition, % at 10 µM. 0.073% of 190,000 active;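 note: 0% = tracer peptide without compound and 100% = reference inhibitor peptide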
Bfl-1 Bim block: human Bim-Bfl-1 interaction inhibition. Bead-based flow cytometry, Bim-Bfl-1 binding inhibition. inhibition, % at 10 µM. 0.12% of 190,000 active. AID 1008;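 note: 0% = wells without compound plus tracer and 100% = blocker peptide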
RGS7-Gao reg: regulators of human RGS7-Galphao interaction. 0.35% of 220,000 active. Multiplexed bead flow cytometry, RGS7-Galphao binding; actives lie on both sides. P09471. binding response (% of control), % at 10 µM; in the data active = binding response below about 49% or above about 150%; inconclusive = no clear call, values can overlap the other calls; inactive = in between;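 note: fluorescent Galphao held in activated GDP-AlF4 state binding bead-coupled RGS7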
GSH fluor: GSH bead compound fluorescence profile; fluorescence (KMESF) at 10 µM; 0.25% of 190,000 active; GSH beads flow cytometry, compound fluorescence 488/530 nm; stronger effect = higher value; in the data active = fluorescence above about 89;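 note: glutathione beads carrying GST-tagged Bcl family fusion proteins plus one bare bead set; values are compound well signal with DMSO vehicle wells as background; inactives centre near 16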
Bcl-2 Bim block: human Bim-Bcl-2 interaction inhibition; P10415; Bead-based flow cytometry, Bim peptide-Bcl-2 binding; inhibition, % at 10 µM; 0.06% of 190,000 active; in the data active = inhibition above about 40%; inconclusive = no clear call, values can overlap the other calls;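 note: 0% = no compound wells with probe peptide and 100% = reference peptide inhibitor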
Target sequence (P10415 whole entry, looked up): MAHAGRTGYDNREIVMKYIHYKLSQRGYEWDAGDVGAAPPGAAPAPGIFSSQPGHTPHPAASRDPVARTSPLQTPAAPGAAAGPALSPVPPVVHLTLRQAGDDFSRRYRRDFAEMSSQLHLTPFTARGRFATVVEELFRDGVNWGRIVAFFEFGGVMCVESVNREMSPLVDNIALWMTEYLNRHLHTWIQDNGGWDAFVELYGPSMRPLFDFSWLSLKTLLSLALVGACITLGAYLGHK
ABCB1 block: human ABCB1 inhibition, ABCG2 as counter-screen. P08183. CCRF-Adr cells, JC-1 efflux, flow cytometry. inhibition, % at 6.6 µM. 0.067% of 190,000 active; in the data active = inhibition above about 40%;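 note: 0% = vehicle and 100% = reference inhibitor; higher value means more JC-1 retained so stronger ABCB1 efflux block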
Bcl-W Bim block: disrupts Bim peptide binding to human Bcl-W | Q92843 | bead-based flow cytometry | inhibition, % at 10 µM | 0.02% of 190,000 active;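 note: 0% = bound tracer without compound and 100% = peptide blocker; higher means less fluorescent Bim peptide bound to Bcl-W beads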
Target sequence (Q92843 whole entry, looked up): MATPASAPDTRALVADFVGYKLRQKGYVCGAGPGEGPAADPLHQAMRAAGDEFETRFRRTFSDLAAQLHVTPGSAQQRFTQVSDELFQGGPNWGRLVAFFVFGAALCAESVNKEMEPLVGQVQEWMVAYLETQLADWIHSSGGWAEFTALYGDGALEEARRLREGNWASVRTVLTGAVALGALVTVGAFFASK
Avidin fluor: compound fluoresces at 488/530 nm on avidin beads. 0.38% of 220,000 active. fluorescence (KMESF) at 10 µM. compound fluorescence 488/530 nm, flow cytometry; stronger effect = higher value. AID 1775; in the data active = fluorescence above about 47; note: inactives centre near 10
An asterisk follows results filed as active; ? = inconclusive. Cut-off read from the data, not from the text of the source, unless noted: active = inhibition above about 40%.

1. Cc1[nH][nH]c(=O)c1C(c1cc([N+](=O)[O-])ccc1O)c1c(C)[nH][nH]c1=O
2. CCN(CC)c1nc(C)c(C(=S)Nc2cc([N+](=O)[O-])ccc2Cl)s1
3. COc1ccccc1CC(=O)Nc1cccc(C)n1
4. CCC(NC(=O)NC1=NCCS1)(C(F)(F)F)C(F)(F)F
5. COc1ccccc1NC(=O)N1CCCC(c2nc3c(nnn3Cc3ccc(C)cc3)c(=O)[nH]2)C1 (stereo unspecified)
6. Cc1ccc(C(=O)N2CCSCC2)cc1
7. O=C1C(Cl)=C(N2CCCCC2)C(=O)N1Cc1ccccc1
8. CCOC(=O)CC1CCCCN1Cc1cn(C)nc1-c1ccc2c(c1)OCCO2 (stereo unspecified)

entry no.,1,2,3,4,5,6,7,8
RGS7-Gao reg,102,?,97,99,101,107,99,104
RGS4-Gao reg,98,104,101,102,102,101,102,98
Bfl-1 Bim block,-6,-5,-2,-9,-13,-16,0,-4
GSH fluor,15,13,28,35,17,37,7,11
ABCB1 block,0.8,1.3,0.6,-2.1,-0.5,0.9,0.9,1.8
Bcl-2 Bim block,-7,-4,2,-9,-1,-11,0,-4
Bcl-B Bim block,1,-8,-2,-6,-5,-8,-6,-2
Bim-Bcl-XL,-4,-4,0,5,-6,-15,1,-1
Bcl-W Bim block,0,-5,0,0,-7,0,0,0
Avidin fluor,7,11,13,5,34,10,1,11
ABCG2 inh,11,16,4,-2,25,2,4,3

9. O=C1c2cccc3cccc(c23)C(=O)N1Nc1ccccc1
10. O=S(=O)(Nc1ccc(-c2cn3c(n2)SCC3)cc1)c1cccs1
11. O=C(CN1C(=O)CSC1=O)Nc1ccc(F)c(F)c1F
12. CCN(CC)c1cnn(C/C(=N\OC)c2ccc(Cl)cc2)c(=O)c1Br
13. Cc1ccc(Nc2nc(CSc3nnc(-c4cccs4)o3)cs2)cc1
14. O=C(c1csc2c1CCCC2)N1CCN(c2ccccc2)CC1
15. CCCCc1cc(=O)oc2cc(C)cc(O)c12
16. CC(C)c1cccc(C(C)C)c1NC(=O)CCl

entry no.,9,10,11,12,13,14,15,16
RGS7-Gao reg,98,98,94,96,97,99,101,?
RGS4-Gao reg,98,91,97,96,103,100,101,100
Bfl-1 Bim block,-5,-2,1,-2,-7,-10,13,-4
GSH fluor,10,11,12,12,13,49,9,11
ABCB1 block,0.7,-0.2,-0.3,2.2,0.9,0.4,0.0,0.3
Bcl-2 Bim block,-1,0,3,-7,-8,-6,-1,2
Bcl-B Bim block,-7,-3,3,-4,-8,-5,-2,-1
Bim-Bcl-XL,-4,0,-1,-1,-2,-1,1,0
Bcl-W Bim block,-4,0,0,-3,1,3,-2,0
Avidin fluor,10,14,3,6,9,11,8,12
ABCG2 inh,7,3,-1,12,9,4,1,4

Structural class: the compounds so far with four or more nitrogen atoms.
1. Cc1[nH][nH]c(=O)c1C(c1cc([N+](=O)[O-])ccc1O)c1c(C)[nH][nH]c1=O
2. CCN(CC)c1nc(C)c(C(=S)Nc2cc([N+](=O)[O-])ccc2Cl)s1
5. COc1ccccc1NC(=O)N1CCCC(c2nc3c(nnn3Cc3ccc(C)cc3)c(=O)[nH]2)C1 (stereo unspecified)
12. CCN(CC)c1cnn(C/C(=N\OC)c2ccc(Cl)cc2)c(=O)c1Br
13. Cc1ccc(Nc2nc(CSc3nnc(-c4cccs4)o3)cs2)cc1

entry no.,1,2,5,12,13
RGS7-Gao reg,102,?,101,96,97
RGS4-Gao reg,98,104,102,96,103
Bfl-1 Bim block,-6,-5,-13,-2,-7
GSH fluor,15,13,17,12,13
ABCB1 block,0.8,1.3,-0.5,2.2,0.9
Bcl-2 Bim block,-7,-4,-1,-7,-8
Bcl-B Bim block,1,-8,-5,-4,-8
Bim-Bcl-XL,-4,-4,-6,-1,-2
Bcl-W Bim block,0,-5,-7,-3,1
Avidin fluor,7,11,34,6,9
ABCG2 inh,11,16,25,12,9

Next part
17. O=C(Cc1ccccc1)Nc1ccc(NC(=O)c2cccs2)cc1
18. CCOc1cc(CNCCO)cc(Br)c1OCc1ccc(Cl)cc1Cl
19. O=C(CCCOc1ccc(Cl)cc1Cl)NCc1ccccn1
20. CN(C(=O)COC(=O)CNS(=O)(=O)/C=C/c1ccccc1)C1CCS(=O)(=O)C1 (stereo unspecified)
21. CCC1(C)Cc2c(sc3nc4n(c(=O)c23)CCS4)CO1 (stereo unspecified)
22. CCn1ncc(C2=NOC(C(=O)NCc3ccccc3)C2)c1C (stereo unspecified)
23. CCOc1ccc2nc(N3CCC(C(=O)N4CCN(C5CCCCC5)CC4)CC3)sc2c1
24. O=C(NC(=S)Nc1cccc2cnccc12)c1ccccc1

entry no.,17,18,19,20,21,22,23,24
RGS7-Gao reg,93,103,100,98,103,104,108,84
RGS4-Gao reg,94,104,100,103,104,107,107,99
Bfl-1 Bim block,0,-1,-4,-18,-15,-1,-14,-3
GSH fluor,14,29,26,23,35,8,19,15
ABCB1 block,0.3,0.3,1.2,0.2,2.3,0.0,0.8,0.9
Bcl-2 Bim block,0,-2,0,-11,-11,0,-5,-2
Bcl-B Bim block,2,-5,-1,-12,-5,-1,-6,1
Bim-Bcl-XL,-1,-3,0,-4,-4,-3,-4,0
Bcl-W Bim block,-1,0,0,-1,0,-1,0,1
Avidin fluor,6,18,10,12,15,7,6,8
ABCG2 inh,5,1,9,1,46,0,0,5

25. Fc1ccccc1CSc1nnc(Cn2cnc3ccccc32)n1-c1ccccc1
26. Fc1ccc(-n2ncc3c(SCc4cccnc4)ncnc32)cc1
27. O=C(NC1CCCCCC1)C(=O)NC1CCCC1
28. O=C(Nc1cccnc1)c1ccc([N+](=O)[O-])cc1Cl
29. Cc1ccc(-n2nnnc2SCC(=O)N2CCc3ccccc3C2)cc1
30. Clc1ccc(C(c2ccccc2)N2CCNCC2)cc1 (stereo unspecified)
31. O=[N+]([O-])c1ccc(NC(=S)N2CCN(c3ccccc3)CC2)cc1
32. C=CCn1c(N2C(=O)CC(Cc3ccccc3)C2=O)nc2ccccc21 (stereo unspecified)

entry no.,25,26,27,28,29,30,31,32
RGS7-Gao reg,102,?,103,93,101,86,104,102
RGS4-Gao reg,98,98,104,95,100,84,102,104
Bfl-1 Bim block,-14,-3,1,-6,-2,-10,0,-11
GSH fluor,31,20,10,12,26,19,11,18
ABCB1 block,1.5,2.8,0.5,0.5,1.1,0.4,0.8,0.9
Bcl-2 Bim block,-5,-1,2,1,0,0,-5,-7
Bcl-B Bim block,-7,-3,-4,-2,-6,-8,-12,-4
Bim-Bcl-XL,-2,-2,-2,-2,-7,0,-9,-3
Bcl-W Bim block,2,1,-4,0,-3,4,-7,0
Avidin fluor,13,9,11,11,36,5,12,8
ABCG2 inh,5,5,6,2,10,1,30,6

33. Cc1ccc(O)c(C(=O)c2cc(C#N)c(=O)n(CC3CCCO3)c2)c1 (stereo unspecified)
34. O=C(Nc1cccnc1)C1(c2ccc(Cl)cc2)CCCC1
35. CCC(=O)Nc1c(C(=O)N2CCCCCC2)cnn1-c1ccc(C)c(C)c1
36. O=C(/C=C/c1ccco1)NCCCN1CCN(CCCNC(=O)/C=C/c2ccco2)CC1
37. O=C(NCc1cccnc1)NC1(C(F)(F)F)Oc2ccc(Cl)cc2O1 (stereo unspecified)
38. CN(C(=S)NC(=O)C1(C)CC1(Cl)Cl)c1ccccc1 (stereo unspecified)
39. COc1cccc(-c2nc(-c3ccccc3)no2)c1
40. CSc1nc(C)c(Cl)c(C)c1C#N

entry no.,33,34,35,36,37,38,39,40
RGS7-Gao reg,95,97,102,105,105,100,98,99
RGS4-Gao reg,96,100,100,104,104,100,97,104
Bfl-1 Bim block,-2,-14,-12,1,-7,-7,1,-6
GSH fluor,20,35,39,6,19,47,16,76
ABCB1 block,-2.1,-0.2,1.4,0.0,0.1,-0.1,0.2,0.6
Bcl-2 Bim block,0,-10,-10,4,-3,-13,-3,-4
Bcl-B Bim block,0,-10,-8,4,-1,-19,-1,-1
Bim-Bcl-XL,1,-9,2,-2,-1,-9,0,0
Bcl-W Bim block,0,-2,0,4,0,-1,0,0
Avidin fluor,15,14,16,3,4,5,15,11
ABCG2 inh,1,-5,1,0,0,4,5,2

41. Cc1ccnc(SCc2cn3c(C)cccc3n2)n1
42. Cc1nn(C)c(Oc2ccccc2)c1CCNC(=O)C(C)(C)C
43. CCOc1ccc(Br)cc1S(=O)(=O)Nc1cccc(S(=O)(=O)N(C)C)c1
44. CSCCC(NC(=O)c1ccccc1)C(=O)OCC(=O)N(C)CCC#N (stereo unspecified)
45. CN1C(=O)CC(n2c(CO)nc3ccccc32)C1=O (stereo unspecified)
46. COCCNC(=O)/C(C#N)=C1\N=C(N)c2ccccc21
47. Cc1nn(C)cc1[C@@H]1C[C@H]2CN(Cc3cccc(Cl)c3)C(=O)[C@]23CCCN13
48. Cc1ccc2occ(/C=C/C(=O)c3ccccc3O)c(=O)c2c1

entry no.,41,42,43,44,45,46,47,48
RGS7-Gao reg,101,95,100,101,101,96,100,97
RGS4-Gao reg,102,86,101,101,103,97,98,102
Bfl-1 Bim block,-4,2,-2,-7,0,1,-8,1
GSH fluor,18,17,9,27,24,4,19,22
ABCB1 block,0.3,-0.3,-0.1,0.9,0.5,1.6,-2.2,0.3
Bcl-2 Bim block,-2,0,-4,-4,-3,0,-5,0
Bcl-B Bim block,-12,-1,-3,-4,0,-2,-7,1
Bim-Bcl-XL,-3,-3,-8,-4,-2,-5,-4,0
Bcl-W Bim block,1,-2,0,-1,0,-4,-6,0
Avidin fluor,11,4,11,10,18,9,11,14
ABCG2 inh,1,-2,0,13,6,50,-5,2

49. COCC(=O)Nc1ccccc1C(=O)Nc1ccc(OC)cc1
50. Cc1ccnc(N2C(=O)OC(C)(C)C2(C)O)c1 (stereo unspecified)
51. O=C(Nc1nnc(Cc2ccc(Cl)cc2)s1)c1cccs1
52. Cc1ccc(CNC(=O)CS(=O)Cc2nc(-c3ccccc3C)oc2C)cc1 (stereo unspecified)
53. Cc1ccc(-n2nnnc2SCC(=O)NCCC2=CCCCC2)c(C)c1
54. O=C(COC(=O)c1cc(S(=O)(=O)N2CCCCC2)ccc1Cl)NCc1ccco1
55. CCn1ncc(NC(=O)Nc2cccc(C(F)(F)F)c2)c1C(N)=O
56. O=C(COC(=O)[C@@H]1CC(O)CN1S(=O)(=O)c1ccccc1[N+](=O)[O-])Nc1ccc2ccccc2c1 (stereo partly specified)
57. CC(=O)c1c(C)n(CCO)c2ccc(O)cc12
58. CCC(C)NC(=O)CN(c1cc(C)ccc1OC)S(C)(=O)=O (stereo unspecified)
59. CN1CCc2nc3sc(C(=O)NCc4ccccc4)c(N)c3cc2C1

entry no.,49,50,51,52,53,54,55,56,57,58,59
RGS7-Gao reg,100,101,101,96,103,95,126,97,98,99,?
RGS4-Gao reg,100,104,102,99,103,93,114,100,107,95,99
Bfl-1 Bim block,-18,-11,0,-8,-13,-5,-10,-13,-13,-11,3
GSH fluor,23,54,17,26,47,12,44,12,40,62,16
ABCB1 block,0.6,0.7,0.1,0.6,0.6,1.9,-0.2,0.7,0.6,1.1,0.0
Bcl-2 Bim block,-9,-10,-1,-5,-10,0,-7,-8,-8,-8,-3
Bcl-B Bim block,-6,-10,0,-9,-9,-3,-7,-7,-10,-8,1
Bim-Bcl-XL,-2,-5,1,-3,4,1,1,-8,1,-3,-3
Bcl-W Bim block,0,5,0,0,0,0,4,-3,0,-1,-1
Avidin fluor,25,4,40,7,6,11,9,15,8,7,10
ABCG2 inh,43,3,0,1,2,9,3,17,2,3,0

Assay outcomes from PubChem BioAssay.
